From PubChem BioAssay
TexasRed fluor: Texas Red fluorescence interference in TRb-SRC2 counter-screen. Potency, µM (top dose mostly 106 µM), for the others: top-dose fluorescence change, negative = quenching. AID 1479. TRb/SRC2 Texas Red total fluorescence interference. actives 0.29% (n = 280,000); active = well fitted curve in either direction with a large enough effect; inconclusive = small, poorly fitted or top-dose-only effect; note: % is set by controls: 0 for no effect and ±100 for the full control effect
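Human TRb ligand-binding domain at 0.6 uM with 20 nM Texas Red SRC2 peptide in Tris buffer containing 1 uM T3 and 5% DMSO, incubated with compound 5 h at ambient temperature. Total fluorescence (555/632 nm) calculated as parallel + 2 × perpendicular.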
L3MBTL1 inh: L3MBTL1 (human) inhibition; AID 485360; Q9Y468; AlphaScreen L3MBTL1–H3K9me1 peptide binding; actives 0.66% (n = 230,000); Potency, µM (titrated, usually from 57.1 µM), for inactives: top-dose activity, negative = inhibition, most hits filed as inhibitors; note: % is set by controls: 0 for no effect and ±100 for the full control effect; nearly all actives have a fitted effect of over 60% in size
Target sequence (Q9Y468 whole entry, looked up): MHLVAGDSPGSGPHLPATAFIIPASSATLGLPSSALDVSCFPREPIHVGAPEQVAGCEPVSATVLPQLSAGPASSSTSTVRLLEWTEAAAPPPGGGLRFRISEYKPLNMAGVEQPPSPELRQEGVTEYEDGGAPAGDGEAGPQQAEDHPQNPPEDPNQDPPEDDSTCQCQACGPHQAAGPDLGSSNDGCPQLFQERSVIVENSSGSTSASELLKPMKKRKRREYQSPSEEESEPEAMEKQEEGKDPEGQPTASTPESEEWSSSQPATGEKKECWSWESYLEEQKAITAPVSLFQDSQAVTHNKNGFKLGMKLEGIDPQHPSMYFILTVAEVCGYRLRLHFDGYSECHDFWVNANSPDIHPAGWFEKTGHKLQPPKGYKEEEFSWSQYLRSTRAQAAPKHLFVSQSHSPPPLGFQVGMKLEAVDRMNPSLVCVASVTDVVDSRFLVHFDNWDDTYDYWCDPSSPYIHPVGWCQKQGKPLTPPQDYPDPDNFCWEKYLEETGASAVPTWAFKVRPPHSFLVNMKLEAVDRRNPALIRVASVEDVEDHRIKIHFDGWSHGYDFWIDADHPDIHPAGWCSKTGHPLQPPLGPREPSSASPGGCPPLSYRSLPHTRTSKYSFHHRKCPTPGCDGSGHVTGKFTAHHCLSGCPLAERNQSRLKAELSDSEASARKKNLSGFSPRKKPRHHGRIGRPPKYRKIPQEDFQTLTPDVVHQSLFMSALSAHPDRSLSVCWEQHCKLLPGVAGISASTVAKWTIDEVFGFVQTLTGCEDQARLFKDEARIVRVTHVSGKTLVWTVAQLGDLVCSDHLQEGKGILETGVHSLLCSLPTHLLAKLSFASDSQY
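L3MBTL1 (50 nM) pre-complexed 30 min with biotinylated H3(1-15)K9me1 peptide (75 nM), then compounds added for 30 min at room temperature; AlphaScreen streptavidin donor/nickel chelate acceptor beads (10 ug/mL final) read after 30 min dark incubation.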
RECQ1 inh: blocks DNA unwinding by human RECQ1 | P46063 | RECQ1 DNA unwinding, red fluorescence kinetic read | AID 2549 | actives 0.54% (n = 240,000) | Potency, µM (highest dose often 57.3 µM), inactives show at the top dose activity, negative = inhibition, hits mostly inhibitors;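 note: plate controls were vehicle for no effect and no enzyme for full effect; nearly all actives have a fitted effect of over 30% in size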
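50 nM RECQ1T1 preincubated 15 min with compound in Tris pH 8.0 buffer with MgCl2, DTT, Tween-20 and 2.5 ug/ml poly(dI-dC); started with 200 nM TAMRA/BHQ-2 forked duplex and 2 mM ATP. Unwinding read as fluorescence (525/598 nm), two reads 2 h apart.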
Tau fluor counter: counter-screen for tau fibril formation inhibitors | tau K18 P301L Alexa594 fluorescence, heparin fibrillization | Potency, µM (titrated, usually from 57.7 µM), for inactives: top-dose activity change, negative = decrease | actives 0.93% (n = 280,000) | AID 1463; note: % is set by controls: 0 for no effect and ±100 for the full control effect; nearly all actives have a fitted effect of over 55% in size
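Human tau K18 P301L (15 uM unlabeled, 0.24 uM Alexa 594-labeled) in 100 mM sodium acetate pH 7 with 20 uM heparin, 6 hr at 37 C. ThT 30 uM added, 1 hr ambient; Alexa 594 FP and total fluorescence read at 555/632 nm.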
HTT ATP protect: protects HTT-Q103 PC12 cells, measured by ATP. PC12 HTT-Q103 induced, cytoprotection, ATP luminescence, 40 h. Potency, µM (doses to about 56.4 µM), without a hit: cytoprotection (ATP increase), usual class: activators. actives 0.14% (n = 230,000). AID 1471;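 note: % of control where 0% means no effect; nearly all actives have a fitted effect of over 45% in size; toxic huntingtin expression switched on by the ecdysone agonist tebufenozide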
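Quantitative HTS on tebufenozide-induced (100 nM) PC12 cells expressing HTTQ103 exon 1–GFP; compounds tested as a concentration series; survival measured via cellular ATP.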
Tau FP inhib: inhibitors of human tau fibril formation; P10636; actives 0.39% (n = 280,000); Potency, µM (doses to about 57.7 µM), for the others: at the top dose activity, negative = inhibition, hits mostly inhibitors; K18 P301L tau heparin fibrillization, Alexa594 FP, 6 h; note: % is set by controls: 0 for no effect and ±100 for the full control effect; nearly all actives have a fitted effect of over 55% in size
Target sequence (P10636 561-689 P618L limits assumed): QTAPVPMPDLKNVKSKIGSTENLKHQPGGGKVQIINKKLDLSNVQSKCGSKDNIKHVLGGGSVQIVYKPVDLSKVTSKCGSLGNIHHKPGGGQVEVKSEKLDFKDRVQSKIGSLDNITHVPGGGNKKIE
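Human tau K18 […] P301L fragment, 15 uM unlabeled plus 0.24 uM Alexa 594-labeled tau (final), with compound and 20 uM heparin in 100 mM sodium acetate pH 7; 6 hr at 37 C, then Alexa 594 FP read.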
TRb-SRC2 inh: disrupts binding of human TR beta to SRC2. TRbeta-SRC2 peptide binding, fluorescence polarization; receptor liganded with 1 µM T3. Potency, µM (doses to about 106 µM), without a hit: at the top dose activity change, negative = inhibition, actives largely listed as inhibitors. actives 0.065% (n = 280,000). AID 1469;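 note: plate controls were bound peptide for no effect and peptide without receptor for full effect; nearly all actives have a fitted effect of over 50% in size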
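Fluorescence polarization of 20 nM Texas Red SRC2 peptide (20-aa NR interaction domain) bound to 0.6 uM human TRb ligand-binding domain, with 1 uM T3, after 5 hr at ambient temperature; inhibition seen as decreased polarization.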
Tau ThT inhib: blocks human tau fibril formation measured by thioflavin T; AID 1460; actives 2.1% (n = 270,000); P10636; Potency, µM (titrated, usually from 57.4 µM), for inactives: at the top dose activity, negative = inhibition, hits mostly inhibitors; recombinant tau K18 P301L (four-repeat tau fragment), heparin-induced fibrillization, ThT fluorescence; note: % is set by controls: 0 for no effect and ±100 for the full control effect; nearly all actives have a fitted effect of over 55% in size
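Aggregation was driven by heparin (20 uM final) acting on recombinant tau […] bearing P301L in 100 mM sodium acetate pH 7; fibrils were detected with Thioflavin T.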
* = called active by the depositor; i = inactive; ? = inconclusive; · = not tested or not shown; [ ] = remark or other dose. Unless noted, calls come from the whole dose curve; as a rule, active = well fitted curve in the direction sought with a large enough effect; inconclusive = small, poorly fitted or top-dose-only effect, or another doubt; inactive = no such curve, though single readings can be large; an effect the other way counts as inactive or inconclusive. Potency is the fitted concentration of half-maximal effect. An excerpt; rates above refer to the full screens.

SMILES	TexasRed fluor	L3MBTL1 inh	RECQ1 inh	Tau fluor counter	HTT ATP protect	Tau FP inhib	TRb-SRC2 inh	Tau ThT inhib
CCSc1nnc(-c2ccccc2N=Cc2c(C)[nH]n(-c3ccccc3)c2=O)c(=O)[nH]1	-6%	6%	?	-14%	-14%[10 µM]	?	-5%	?
CCCn1ccc2c(OCC(=O)Nc3ccccc3OCC)cccc2c1=O	-2%	·	·	1%	·	-4%	5%	-12%
O=C(c1ccc([N+](=O)[O-])cc1)N1CCN(C(=O)c2ccco2)CC1	2%	0%	28%	2%	-50%[inhibitor]	-8%	-2%	2%
Cc1c(Cl)cnc(NC(=O)COC(=O)CCc2nc3ccccc3s2)c1Cl	0%	15%	-8%	4%	15%[10 µM]	-2%	-26%	7%
CCOc1cc(C(F)(F)F)cnc1/C(N)=N/O	-3%	-1%	i	-12%	12%[10 µM]	0%	10%	-11%
O=C(Nc1cccc(Br)c1)c1ccc(CSc2ccccc2)cc1	1%	15%	-9%	-22%	-6%	?	-13%	7%
CC(=O)N1N=C(c2ccccc2)CC1c1ccccc1[N+](=O)[O-] (centres undefined)	-14%	3%	-1%	-13%	-12%[10 µM]	-11%	0%	-11%
S=C(Sc1ccc(Cl)cc1)Sc1ccc(Cl)cc1	2%	·	-7%	?	-76%[inhibitor][10 µM]	?	9%	·
N#Cc1c[nH]n2c(NC3CCCC3)c(-c3ccc(Br)cc3)nc12	-2%	·	·	?	·	11%	1%	?
CCOc1ccc(-c2nnc3sc(COc4ccc(C)cc4)nn23)cc1	0%	1%	-4%	-6%	-4%[0.074 µM]	-1%	0%	?
CCOC(=O)c1sc2nc(C)nc(N3CCCCC3C)c2c1C (centres undefined)	-1%	·	-13%	-14%	-33%[inhibitor]	-6%	1%	?
Cc1cc(/C=N/NC(=O)c2ccccc2F)c(C)n1-c1ccccc1	-4%	·	0%	-8%	-69%[inhibitor]	12%	-3%	?
COc1cc(-c2noc(CCCC(=O)Nc3ccc(C(N)=O)cc3)n2)cc(OC)c1OC	1%	9%	8%	-6%	-6%[10 µM]	7%	2%	-10%
CCOc1cc(/C=C(\C#N)C(=O)Nc2ccccc2C)ccc1OCc1cc(=O)n2nc(CC)sc2n1	0%	·	·	-6%	·	-5%	1%	-23%
COc1ccc(CN2C(=O)N(c3ccc(C)cc3)C(=O)C2CC(=O)Nc2ccccc2)cc1OC (centres undefined)	2%	·	·	-15%	·	-5%	3%	7%
Cc1ccccc1-n1c(=O)c2ccccc2n2c(=O)[nH]nc12	-1%	-7%	i	1%	-10%[10 µM]	9%	-18%	-2%
COc1ccc(C2CC(c3ccccc3)=NN2c2ccc(S(N)(=O)=O)cc2)cc1 (centres undefined)	-1%	54%[activator]	-24%	?	4%[10 µM]	8%	2%	?
O=C(NCC(c1cccs1)N1CCOCC1)c1ccccc1NS(=O)(=O)c1cccc([N+](=O)[O-])c1 (centres undefined)	-13%	3%	-2%	-13%	4%[1.9 µM]	8%	0%	-12%
CCN(Cc1ccccc1)Cc1c(O)ccc2c(=O)c(-c3ccc(Cl)cc3)coc12	-2%	·	·	-5%	·	-6%	4%	-5%
O=C(CNC(=O)c1ccc(F)cc1)N/N=C/c1cc(Br)ccc1OC(=O)/C=C/c1ccco1	-1%	·	-9%	-23%	?	-11%	-4%	-4%

By substructure, the compounds so far with a thiophene ring, fused or not.
SMILES	TexasRed fluor	L3MBTL1 inh	RECQ1 inh	Tau fluor counter	HTT ATP protect	Tau FP inhib	TRb-SRC2 inh	Tau ThT inhib
CCOC(=O)c1sc2nc(C)nc(N3CCCCC3C)c2c1C (centres undefined)	-1%	·	-13%	-14%	-33%[inhibitor]	-6%	1%	?
O=C(NCC(c1cccs1)N1CCOCC1)c1ccccc1NS(=O)(=O)c1cccc([N+](=O)[O-])c1 (centres undefined)	-13%	3%	-2%	-13%	4%[1.9 µM]	8%	0%	-12%

The list continues.
SMILES	TexasRed fluor	L3MBTL1 inh	RECQ1 inh	Tau fluor counter	HTT ATP protect	Tau FP inhib	TRb-SRC2 inh	Tau ThT inhib
CCOC(=O)c1cnc(SCC(=O)Nc2ccc(NC(C)=O)c(OC)c2)nc1N	-1%	0%	i	1%	7%	9%	-16%	-12%
CCc1ccccc1NC(=O)Cn1c(=O)n(-c2ccc(C)c(C)c2)c(=O)c2oc3ccccc3c21	0%	·	·	3%	·	-8%	9%	15%
Cc1ccc(-n2c(N)c(C(=O)N3CCOCC3)sc2=S)c(C)c1	-4%	0%	-4%	-4%	-11%[10 µM]	-6%	3%	-17%
Cc1ccccc1NC(=O)COC(=O)Cc1ccsc1	-1%	-4%	-7%	-1%	-2%	-2%	3%	0%
Cc1cc(C)c2c(-n3cccc3)c(C(=O)NCC(C)c3ccccc3)sc2n1 (centres undefined)	-2%	·	·	-15%	·	3%	8%	-4%
CCCn1c(NC(=O)c2ccc(F)cc2)nc2ccccc21	2%	-2%	-7%	-3%	-10%[10 µM]	-6%	-4%	0%
Cn1[nH]c(C(F)(F)F)cc1=O	2%	15%	-16%	-5%	-62%[inhibitor]	-5%	-2%	-6%
Cc1cccc(C(=O)N(Cc2nc3ccccc3c(=O)[nH]2)C2CCCC2)c1	1%	4%	0%	-13%	4%[10 µM]	-5%	-4%	-10%
Cn1c(N)c(C(=O)COC(=O)c2ncc(Cl)c(Cl)c2Cl)c(=O)n(C)c1=O	-5%	8%	-13%	-4%	-9%[10 µM]	-5%	-3%	3%
COc1ccc(CNC(=O)c2c3c(nc4ccccc24)C(=O)N(C2CCCCC2)C3)cc1	0%	·	·	7%	·	4%	-8%	-3%
CCN(CC)C(=O)Cn1cc(C(=O)C(=O)NCCc2ccc(S(N)(=O)=O)cc2)c2ccccc21	-1%	0%	2%	-8%	-18%[10 µM]	3%	8%	-1%
CCOC(=O)N/N=C/c1ccc(OC)c(O)c1	-6%	·	-8%	-6%	-13%	-2%	-6%	-9%
CCOC(=O)c1c(NC(=O)c2cc3nc(-c4ccc(Br)cc4)cc(C(F)(F)F)n3n2)sc(C(C)=O)c1C	?	·	·	-6%	·	-6%	4%	-10%
Cc1ccccc1CS(=O)(=O)c1nnc([C@H](CC(C)C)NC(=O)OC(C)(C)C)o1	-1%	4%	i	6%	-167%[0.074 µM]	0%	-13%	4%
CCOc1ccccc1NC(=O)Cn1c(=O)ccc2cc(S(=O)(=O)N3CCCC3)ccc21	-27%	·	·	-12%	·	-9%	3%	-4%
CCOC(=O)C1=NOC(CNc2ncc(C(F)(F)F)cc2Cl)C1 (centres undefined)	-2%	8%	20%	-4%	7%[10 µM]	1%	0%	2%
COc1cccc(N2CCN(C(=O)C3C4C=CC5(CN(Cc6ccccc6Cl)C(=O)C35)O4)CC2)c1 (centres undefined)	-4%	2%[11.4 µM]	5%	-7%	-9%	10%	-8%	-12%
O=C(NCc1ccc(Cl)cc1)c1cc(-c2ccco2)on1	-2%	-2%	-4%	-27%	-71%[inhibitor]	1%	-1%	?
O=C(CN(c1ccc(F)cc1)S(=O)(=O)c1ccc2c(c1)OCCO2)NCC1CCCO1 (centres undefined)	7%	0%	-12%	-2%	15%[1.9 µM]	5%	2%	-1%
Cc1ccc(Nc2nnc(-c3ccncc3)s2)c(Br)c1	3%	-13%	4%	4%	13%[10 µM]	1%	-11%	12%
COc1ccc(Cn2nc(-c3ccccc3)c(N3CCCCC3)cc2=O)cc1	2%	-4%	-21%	5%	-187%[inhibitor]	5%	1%	-11%
O=C(NCCCO)c1ccc2[nH]c3ccccc3c2c1	-3%	4%	-4%	1%	-29%	4%	-4%	-7%
COc1ccc(C(=O)NCC(c2ccc(F)cc2)N2CCOCC2)cc1S(=O)(=O)N1CCCC1 (centres undefined)	-2%	-4%	4%	-8%	3%	2%	-9%	-8%
O=C(Nc1ccc(Cl)cc1)N(C1=NCCC1)c1ccc(OC(F)F)cc1	0%	-5%	13%	?	6%	?	1%	1%
CC(C)c1nnc(NC(=O)c2nc(SCc3ccc(F)cc3)ncc2Cl)s1	-1%	·	·	-7%	·	5%	3%	-5%
O=C(CN1C(=O)CCC1=O)Nc1cccc(NC(=O)CN2C(=O)CCC2=O)c1	-1%	·	-5%	-1%	-24%	-3%	-1%	2%
CCOC(=O)C1CCN(C(=O)CN(c2ccc(Oc3ccccc3)cc2)S(C)(=O)=O)CC1	-2%	-8%	-2%	-12%	-9%[10 µM]	10%	4%	-13%
CC1=C(C(=O)Nc2ccccc2C)C(c2ccccn2)n2nc(SCc3ccccc3F)nc2N1 (centres undefined)	-1%	·	·	-9%	·	-13%	-3%	-4%
COc1ccc2c(c1OC)C(=O)N1c3cccc(Cl)c3C(=O)OC21 (centres undefined)	1%	0%	i	-6%	12%	0%	8%	-5%
Cc1ccccc1C(C(=O)NCc1ccccc1)N(Cc1ccco1)C(=O)c1ccccn1 (centres undefined)	-1%	-7%	-5%	-6%	8%	-1%	-1%	-22%
CCc1nnc(NC(=O)Cc2ccc(OCc3c(C)noc3C)cc2)s1	-5%	·	i	-18%	-4%[10 µM]	1%	7%	-15%
Cc1cc(C)n(CCc2nc(-c3cc4ccccc4o3)cs2)n1	3%	2%	-2%	-12%	-27%	9%	3%	?
COC(=O)c1sccc1NC(=S)N1CCCCC1C (centres undefined)	-1%	·	-13%	-10%	9%	-1%	-13%	-3%
O=C(COc1ccc(Cl)cc1)OCC(=O)N1CCCCCC1	4%	3%	0%	-4%	12%	3%	-3%	0%

One compound at a time (already shown). Order of values: TexasRed fluor	L3MBTL1 inh	RECQ1 inh	Tau fluor counter	HTT ATP protect	Tau FP inhib	TRb-SRC2 inh	Tau ThT inhib
Listed for `COc1ccc(Cn2nc(-c3ccccc3)c(N3CCCCC3)cc2=O)cc1` = 2%	-4%	-21%	5%	-187%[inhibitor]	5%	1%	-11%
Listed for `O=C(NCCCO)c1ccc2[nH]c3ccccc3c2c1` = -3%	4%	-4%	1%	-29%	4%	-4%	-7%
Listed for `COc1ccc2c(c1OC)C(=O)N1c3cccc(Cl)c3C(=O)OC21` (centres undefined) = 1%	0%	i	-6%	12%	0%	8%	-5%
